PKA-R1A act = activates the PKA-R1A holoenzyme complex; PKA-R1A dissociation, Cy5-IP20 fluorescence polarization; scaled: DMSO 0%, 113 µM cGMP 100%; activation, % at 11.4 µM; 340,000 tested, 0.083% active; P00514+P68181;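 active = percent activation above the mean of all tested compounds plus 3 SD, cut at about 19% in these data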;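 also: higher means more PKAc released from R1A so a rise in polarization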
HTR5A inv ag = HTR5A inverse agonism, opioid heterodimer counter-screen; P47898; HTR5A cell line, luminescence; inhibition, % at 9.3 µM; 340,000 tested, 0.083% active; in the data active = inhibition mostly above about 23%, no sharp cut-off; inactive = mostly below about 18%;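 also: 0% = cells with DMSO and 100% = no-cell wells with DMSO; some compounds called inactive have numbers as strong as hits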
V-ATPase pHluor = yeast V-ATPase proton transport regulation by pHLuorin | response, % at 10 µM | 350,000 tested, 0.37% active | S. cerevisiae, pHLuorin cytosolic pH fluorescence; in the data active = response mostly above about 7.3%, no sharp cut-off; inactive = mostly below about 5.4%; also: actives read high; inactives centre near 0; some compounds called inactive have numbers as strong as hits; reference of the scale not given here
DSG3 Ab inh = inhibitors of pemphigus antibody binding to human desmoglein-3. DSG3-coupled beads, scFv-anti-DSG3-GFP binding, flow cytometry; hits give low values. binding (percent of control), % at 10 µM. 310,000 tested, 0.48% active. AID 588358;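 active = binding more than 3 SD below its plate's average and above zero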;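 also: hits lower antibody fragment binding to DSG3; some compounds called inactive have numbers as strong as hits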
OPRM1-OPRD1 ag = agonists of human mu-delta opioid receptor heterodimerization | P35372+P41143 | cells, OPRM1-OPRD1 heterodimerization, luminescence | activation, % at 9.3 µM | 340,000 tested, 0.3% active | AID 504326; in the data active = activation above about 18%;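 also: 0% = vehicle-treated cells and 100% = reference agonist; values of inactives mirror those of a sister screen read the other way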
Arr AP2 block = blocks beta-arrestin peptide binding to AP2 adaptin; FITC-arrestin peptide / GST-AP2 beads, flow cytometry; AP2 beta2 appendage carries R879A mutation; inhibition, % at 10 µM; 340,000 tested, 0.31% active; AID 504490;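 active = inhibition above a set limit, near 3 SD of compounds lacking own fluorescence, cut at about 54% in these data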;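 also: plate controls were DMSO wells for no effect and 5 µM unlabelled arrestin peptide for full effect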
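Assay system: GST-AP2 R879A bound to glutathione beads, E. coli-expressed; Medium: PBS with 0.05% Tween 20 and 0.1% BSA; Also added: fluorescein-tagged arrestin peptide at 50 nM final; Timing: 12 min plus 1 h, RT; Measured by: flow cytometry, FL1 (488/535 nm); Evaluation: percent drop in bead-associated FITC signal.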
HTR5A ag ctr = activates human HTR5A in OPRM1-OPRD1 agonist counter-screen; HTR5A agonist assay, luminescence, cell-based; activation, % at 9.3 µM; 340,000 tested, 0.61% active; in the data active = activation mostly above about 9.5%, no sharp cut-off; inactive = mostly below about 7.6%;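 also: 0% = cells with vehicle only and 100% = reference agonist; strong numbers were not always called active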
OPRM1-OPRD1 inv = inverse agonist of human OPRM1-OPRD1 heterodimerization. 340,000 tested, 0.21% active. AID 504357. P35372+P41143. inhibition, % at 9.3 µM. cell-based MOR-DOR heterodimer luminescence, inverse agonism; in the data active = inhibition above about 22%, passing the limit was not always enough;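 also: 0% = cells with DMSO and 100% = wells without cells with DMSO; values of inactives mirror those of a sister screen read the other way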
PKA-R2B act = PKA-R2B complex activation; activation, % at 11.4 µM; PKA-R2B holoenzyme dissociation, Cy5-IP20 fluorescence polarization; R2B truncated from residue 108, S112A mutant; 0% DMSO only, 100% 113 µM cGMP; 340,000 tested, 0.079% active; P22694+P31323;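 active = activation above a cutoff set at the mean over all compounds plus 3 SD, cut at about 18% in these data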;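 also: higher means more holoenzyme dissociation and a rise in polarization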
Target sequence (P31323 whole entry, looked up, other chains not shown, the tested form may be a part): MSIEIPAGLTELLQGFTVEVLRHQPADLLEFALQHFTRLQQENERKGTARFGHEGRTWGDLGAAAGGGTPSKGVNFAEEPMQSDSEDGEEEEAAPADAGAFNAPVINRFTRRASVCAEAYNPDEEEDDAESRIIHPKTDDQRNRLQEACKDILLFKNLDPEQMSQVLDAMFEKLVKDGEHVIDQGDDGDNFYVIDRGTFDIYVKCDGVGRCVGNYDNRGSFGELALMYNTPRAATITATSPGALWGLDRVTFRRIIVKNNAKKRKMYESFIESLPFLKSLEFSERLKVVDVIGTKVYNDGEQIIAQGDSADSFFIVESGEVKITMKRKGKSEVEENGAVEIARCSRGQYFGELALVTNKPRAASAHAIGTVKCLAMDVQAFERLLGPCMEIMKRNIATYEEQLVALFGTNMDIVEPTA
DAGLB inhibitor = diacylglycerol lipase beta (human) inhibition. Q8NCG7. HEK293T DAGLB membrane lysate, EnzChek fluorogenic substrate. inhibition, % at 5.17 µM. 340,000 tested, 0.059% active. AID 504411; in the data active = inhibition above about 34%;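 also: 0% = enzyme with vehicle and 100% = wells lacking enzyme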
Target sequence (Q8NCG7 whole entry, looked up): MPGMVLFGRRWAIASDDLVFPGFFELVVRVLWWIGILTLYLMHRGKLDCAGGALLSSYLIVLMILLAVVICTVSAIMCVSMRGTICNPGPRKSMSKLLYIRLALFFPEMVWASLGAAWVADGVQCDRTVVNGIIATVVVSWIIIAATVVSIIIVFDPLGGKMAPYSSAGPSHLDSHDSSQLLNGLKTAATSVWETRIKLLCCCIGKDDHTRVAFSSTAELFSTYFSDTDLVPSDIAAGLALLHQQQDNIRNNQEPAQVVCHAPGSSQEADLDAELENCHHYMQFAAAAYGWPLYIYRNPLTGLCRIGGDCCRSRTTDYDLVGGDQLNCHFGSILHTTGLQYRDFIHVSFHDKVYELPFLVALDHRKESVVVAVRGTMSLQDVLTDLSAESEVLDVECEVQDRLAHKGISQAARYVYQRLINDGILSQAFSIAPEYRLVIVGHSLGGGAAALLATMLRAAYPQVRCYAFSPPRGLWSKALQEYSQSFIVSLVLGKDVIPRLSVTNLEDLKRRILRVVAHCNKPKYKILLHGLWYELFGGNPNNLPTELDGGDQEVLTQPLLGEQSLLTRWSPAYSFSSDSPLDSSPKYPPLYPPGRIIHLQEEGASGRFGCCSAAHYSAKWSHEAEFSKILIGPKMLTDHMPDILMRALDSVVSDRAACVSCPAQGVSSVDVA
* = called active by the depositor; nt = not tested or not shown.

SMILES	PKA-R1A act	HTR5A inv ag	V-ATPase pHluor	DSG3 Ab inh	OPRM1-OPRD1 ag	Arr AP2 block	HTR5A ag ctr	OPRM1-OPRD1 inv	PKA-R2B act	DAGLB inhibitor
CCOC(=O)N1CCN(C(=O)c2ccc(S(=O)(=O)c3ccc(C)cc3)c(NC(C)=O)c2)CC1	-13	5	1	96	-1.2	8	-2	7	2	0
NC(=O)CC(NC(=O)Cc1ccc(Br)cc1)c1ccc(NCCN2CCCC2)c([N+](=O)[O-])c1 (stereo unspecified)	3	16	-5	99	-0.1	3	-1	0	6	1
Cc1cccc(N2CCN(C(=S)c3ccc4c(c3)OCO4)CC2)c1	-8	6	1	94	-0.1	-12	-2	0	5	-4
CC1CCCCN1C(=O)C1CCCCN1S(=O)(=O)c1cccc([N+](=O)[O-])c1 (stereo unspecified)	-12	-8	2	81	-0.1	0	3	1	-2	2
C=CCNC(=S)N1CCN(CCN=Cc2c(C)[nH]n(-c3ccc([N+](=O)[O-])cc3)c2=O)CC1	11	5	0	101	-1.0	39	1	5	0	2
COc1ccccc1C(=O)N/C(=C/c1ccc(Br)cc1)C(=O)NCCO	-6	-25	0	122	-3.7	11	6	17	6	0
CCOc1ccc(NC(=O)c2c(NC(=O)CN3CCCC3)sc3c2CCC3)cc1	-3	2	0	102	-3.0	-5	10	15	-12	2
CCOC(=O)c1c(/N=C/N(C)C)sc(/C=N/Nc2ccccc2)c1-c1ccccc1	-11	-6	-3	103	-2.5	7	2	13	-17	-2
Cc1ccc(CNC(=O)CN2CCN(Cc3ccc(C)cc3)C2=O)cc1	0	0	2	nt	-1.9	-9	0	8	-11	-1
CCCN1CCC(NC(=S)Nc2ccc(OC)c(OC)c2)CC1	0	-16	-2	nt	-0.2	13	4	1	-1	-2
CCc1nc2oc3cc(OC)ccc3c(=O)c2c(=O)n1Cc1ccccc1	-5	12	-1	98	-2.3	7	3	13	-1	2
Cc1sc2ncnc(N=Nc3c(O)[nH]c4ccccc34)c2c1C	0	-4	-3	101	0.2	7	-1	-1	-4	-1
CCOC(=O)CCC(=O)N1CCOCCOCCOCC1	-2	-27	4	83	-1.8	-12	0	10	-3	-5
Cc1ccc(CSC2=NCCN2C(=O)c2ccc(S(=O)(=O)N(C)C)cc2)cc1	-2	22	2	102	-0.2	5	1	1	1	-2
O=C(CCc1[nH]c2ccccc2c1Sc1ccccc1)N(CCO)CCO	-1	5	-2	100	-1.6	-2	-2	9	-9	0
CCOC(=O)N1CCC(NC(=O)c2ccc3c(c2)N=C(CC)c2ccccc2S3)CC1	0	-5	1	nt	-2.2	5	-4	11	3	0
COc1ccccc1NC(=O)/C=C1\NC(=O)CS1	2	-6	1	105	-0.5	-5	2	3	9	2
Cc1cc(F)ccc1N1CCC(N2CCN(C)C(CCO)C2)CC1 (stereo unspecified)	-16	4	-2	104	-2.9	-14	-1	14	-2	-2
COc1cccc(NC(=O)c2cc(C(=O)Nc3cccc(OC)c3)n(C)n2)c1	-4	-26	-1	102	1.1	30	-5	-6	-5	-3
COC(=O)c1nn(-c2ccc(Oc3ccccc3)cc2)c(=O)cc1O	-11	8	-2	100	-2.7	37	-3	15	2	1
C[C@@H](C(=O)Nc1ccc2c(c1)OCCO2)n1nnc2ccccc2c1=O	-2	0	5	100	-0.6	-1	2	3	-6	3
NC(=O)COC(=O)c1cccc2c1-c1ccccc1C2=O	-7	-19	-5	119	-2.9	38	7	14	-7	0
CSCCC(NC(=O)COc1ccccc1)C(=O)OC(C)C(=O)Nc1ccccc1C (stereo unspecified)	0	-13	-1	103	0.7	49	0	-4	-7	2
O=C(CSc1nncs1)Nc1ccc(Cl)cn1	-8	-4	0	100	-3.0	34	1	15	8	3
COc1ccc(CC(=O)NCc2nnc(SCC(=O)N3CCN(c4ccccc4)CC3)n2C)cc1	6	-18	2	97	-2.0	-11	7	13	0	2
O=C(c1cccs1)N1CCN(Cc2ccccc2[N+](=O)[O-])CC1	-12	-23	0	107	-3.6	18	-3	18	0	1
O=C(O)c1cc(NS(=O)(=O)c2ccc(N3CCOCC3)c([N+](=O)[O-])c2)cc(C(=O)O)c1	2	-27	0	104	-0.8	0	-5	4	10	-1
Cc1cc[n+](C(C)C(=O)c2ccc(-c3ccccc3)cc2)cc1 (stereo unspecified)	-12	-24	-3	109	0.7	7	6	-4	2	2
CCC(=O)C1CCCN(C(=O)c2ccc(OC3CCN(C(=O)CCOC)CC3)cc2)C1 (stereo unspecified)	4	-5	2	102	-1.5	-10	-3	10	-3	1
COc1cc(OC)cc(-c2oc(=O)c3cc(OC)c(OC)cc3c2/C=C/c2ccc(F)cc2)c1	2	-25	10	102	1.0	22	3	-6	-1	2
CCOCCCNS(=O)(=O)c1ccc(NC(=O)N2c3ccccc3Sc3ccccc32)cc1	-4	-8	1	121	1.5	-15	1	-9	-6	-3
CCCCOc1ccc(NC(=S)Nc2cc(C)nc(SCCCC)n2)cc1	-5	-17	nt	108	2.9	21	5	-14	-12	3
CCc1ccc(NC(=O)C(CC)Sc2nc3ccsc3c(=O)n2CCC(=O)O)cc1 (stereo unspecified)	3	-21	1	113	-2.0	-12	0	10	2	1
O=C1NCCCc2nonc21	5	-11	1	89	-0.7	4	1	4	-9	1
Cc1ccc(C)c(NC(=O)c2cccc(Oc3ccc([N+](=O)[O-])cc3Cl)c2)c1	2	1	16	105	4.0	2	0	-20	7	-2
O=C(NCc1ccccc1Cl)C1=CC=CN2CCS(=O)(=O)N=C12	9	-10	0	nt	-3.3	14	4	14	8	-1
O=[N+]([O-])c1cccnc1SCc1c(F)cccc1Cl	7	-15	0	110	6.3	-19	-1	-32	3	-7
Cc1ccc(N=C2NC(=O)CS2)c(C)c1	3	-16	4	105	-1.6	0	6	9	7	3
Cc1cc2oc(=O)cc(CN3CCN(S(=O)(=O)c4cccs4)CC3)c2cc1C(C)C	-7	-16	-3	99	-1.5	7	6	8	-10	0
Cc1cc(NC(=O)CSc2nnc3ccccn23)no1	0	-2	-1	96	-2.4	8	2	12	2	-1
COc1cccc(C2C(C(=O)Nc3ccc(C)cc3C)=C(C)Nc3ncnn32)c1OC (stereo unspecified)	-2	-11	1	102	1.2	-1	-5	-6	-14	-2
CCCc1cc(C(=O)N2CCN(c3ccccc3C)CC2)cs1	3	-12	0	103	13	-4	7	-66	-2	-21
O=S(=O)(c1cccc(Cl)c1Cl)N1CCN(C(=S)NCCCN2CCOCC2)CC1	-14	15	1	nt	1.8	-22	-1	-8	8	1
C=CCn1c(NCc2c[nH]c3ccccc23)nc2ccccc21	-5	-6	nt	101	-0.5	-11	-2	3	-8	1
Cc1ccc(NC(=O)Cn2nc(C)c([N+](=O)[O-])c2C)cc1Cl	-7	4	3	126	-1.6	0	-1	8	-5	0
O=C1CN(C(=O)CSc2nc(-c3ccc(Cl)cc3)cs2)c2ccccc2N1	-12	-1	2	185	1.9	0	1	-13	-13	0
Cc1cc(NCc2ccccc2)nc(-c2ccccc2O)n1	-9	-4	0	114	2.0	6	1	-10	-8	-4
O=C(CSc1nnc2c(n1)[nH]c1ccccc12)OCc1ccccc1	-4	-6	0	101	1.4	0	-1	-6	-8	0
O=C(NCCCN1CCOCC1)c1ccccc1NS(=O)(=O)c1cc([N+](=O)[O-])ccc1Cl	-4	1	0	107	1.6	4	-2	-11	-1	0
C=C(c1cccc2ccccc12)P(=O)(O)O	-5	12	-2	105	-2.0	2	2	9	0	-1
CC(Sc1cccc[n+]1[O-])C(=O)Nc1ccc(Oc2ccccc2)cc1 (stereo unspecified)	-12	-2	1	106	-1.3	-3	3	7	-14	1
CN=C(Nc1ccc(Cl)cc1)c1cccc(C(F)(F)F)c1	-6	-3	-8	96	-0.6	35	-2	3	4	-1
Cc1cccc(N(C(=O)c2ccc(CN3CCOCC3)o2)C(C(=O)NC2CCCCC2)c2ccc(F)cc2)c1 (stereo unspecified)	-15	-29	1	105	-1.8	0	10	10	-3	0
Cc1ccc(C)c(-n2ccnc2SCC(=O)Nc2cccc(S(=O)(=O)NC3=NCCC3)c2)c1	-9	9	nt	100	-2.9	-3	-2	15	7	-2
CCOC(=O)C1OC1(c1ccccc1)c1ccccc1 (stereo unspecified)	-3	-9	2	125	0.0	36	2	0	-4	2
CCn1c(O)c(C=NC2CCCC2)sc1=S	-14	10	9	76	1.2	-12	-3	-6	-5	1
O=C(COC(=O)c1ccc2c(c1)OCCO2)NCCC1=CCCCC1	-21	-17	4	nt	0.0	0	7	0	-13	-7
CC(=O)n1nc(-c2ccccc2)nc1NCc1ccc(N(C)C)cc1	-6	4	1	121	3.8	-10	-2	-18	7	-4
Cc1cc(=O)oc(C)c1C(=O)NCCC1=CCCCC1	-15	-1	2	97	-3.7	4	0	16	3	-1
CCN(C(=O)CSc1nncn1-c1ccccc1)C1CCS(=O)(=O)C1 (stereo unspecified)	2	-19	1	96	-1.2	12	8	6	-1	1

2 of the compounds above, with each value named.
Cc1ccc(C)c(-n2ccnc2SCC(=O)Nc2cccc(S(=O)(=O)NC3=NCCC3)c2)c1
  PKA-R1A act: -9	HTR5A inv ag: 9	V-ATPase pHluor: nt	DSG3 Ab inh: 100	OPRM1-OPRD1 ag: -2.9	Arr AP2 block: -3	HTR5A ag ctr: -2	OPRM1-OPRD1 inv: 15	PKA-R2B act: 7	DAGLB inhibitor: -2

CN=C(Nc1ccc(Cl)cc1)c1cccc(C(F)(F)F)c1
  PKA-R1A act: -6	HTR5A inv ag: -3	V-ATPase pHluor: -8	DSG3 Ab inh: 96	OPRM1-OPRD1 ag: -0.6	Arr AP2 block: 35	HTR5A ag ctr: -2	OPRM1-OPRD1 inv: 3	PKA-R2B act: 4	DAGLB inhibitor: -1

Next compounds follow.
SMILES	PKA-R1A act	HTR5A inv ag	V-ATPase pHluor	DSG3 Ab inh	OPRM1-OPRD1 ag	Arr AP2 block	HTR5A ag ctr	OPRM1-OPRD1 inv	PKA-R2B act	DAGLB inhibitor
O=C(NCc1ccccc1)c1cccnc1Sc1ccccc1	-11	-8	-2	nt	0.6	9	2	-3	7	2
Brc1ccc(CN2CCCCCC2)cc1	-13	2	0	nt	-3.5	2	-2	17	-9	0
CCOC(=O)c1c(N)nn(C(=O)C(C)(C)C)c1-c1ccccc1	2	-3	1	92*	4.0	1	0	-18	-1	-1
CCn1c(SCc2ccc(Cl)cc2)nc2nc3c(cc2c1=O)CCCC3	2	-30	-2	127	-0.8	7	-1	4	7	-7
CCOC(=O)c1c(NC(=O)CCCC(=O)O)sc2c1CCC2	3	-8	0	99	-2.0	8	0	10	-3	3
CCOc1ccc(OCC)c(-c2c(=O)n(OCc3ccccc3C(=O)OC)c3ccccc3[n+]2[O-])c1	1	-19	1	106	-1.1	-1	0	6	4	-6
O=C(NCc1cc(C(F)(F)F)cc(C(F)(F)F)c1)C1CC(c2ccccc2F)=NO1 (stereo unspecified)	-11	-8	-4	106	3.2	19	5	-18	-9	-11
O=C(Nc1ccccc1N1CCCC1)c1cccc(S(=O)(=O)N2CCOCC2)c1	0	-7	0	104	-1.8	-5	2	12	10	0
O=C(CCNC(=O)C1CCN(S(=O)(=O)c2ccc(F)cc2)CC1)NCc1ccncc1	0	8	5	101	-2.3	-2	-2	12	-4	1
